TRPV1 ag: agonists of human vanilloid receptor 1 (TRPV1). Q8NER1. TRPV1-expressing cells, Fluo-8 calcium influx, agonist mode. activation, % at 8.33 µM. hit rate 0.19% among 320,000. AID 540275; in the data active = activation above about 80%; inconclusive = between about 30% and that limit; note: 0% is about no effect
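TRPV1-expressing cells were cultured overnight at 35.5C and loaded with Fluo-8 calcium dye for 40 to 90 min at room temperature. After a 10 s baseline, compound was added and calcium influx was read kinetically for 3 min (ex 480/em 520 nm).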
Eya2 inh: inhibitors of human Eya2 phosphatase activity; O00167; recombinant Eya2, OMFP fluorescence dephosphorylation (OMFP is methylfluorescein phosphate); Potency, µM (series often up to 76.9 µM), for inactives: at the highest dose activity, negative = inhibition, most hits filed as inhibitors; hit rate 0.006% among 330,000; AID 488837; note: potency is the fitted concentration of half-maximal effect; % is set by controls: 0 for no effect and ±100 for the full control effect
Target sequence (O00167 whole entry, looked up): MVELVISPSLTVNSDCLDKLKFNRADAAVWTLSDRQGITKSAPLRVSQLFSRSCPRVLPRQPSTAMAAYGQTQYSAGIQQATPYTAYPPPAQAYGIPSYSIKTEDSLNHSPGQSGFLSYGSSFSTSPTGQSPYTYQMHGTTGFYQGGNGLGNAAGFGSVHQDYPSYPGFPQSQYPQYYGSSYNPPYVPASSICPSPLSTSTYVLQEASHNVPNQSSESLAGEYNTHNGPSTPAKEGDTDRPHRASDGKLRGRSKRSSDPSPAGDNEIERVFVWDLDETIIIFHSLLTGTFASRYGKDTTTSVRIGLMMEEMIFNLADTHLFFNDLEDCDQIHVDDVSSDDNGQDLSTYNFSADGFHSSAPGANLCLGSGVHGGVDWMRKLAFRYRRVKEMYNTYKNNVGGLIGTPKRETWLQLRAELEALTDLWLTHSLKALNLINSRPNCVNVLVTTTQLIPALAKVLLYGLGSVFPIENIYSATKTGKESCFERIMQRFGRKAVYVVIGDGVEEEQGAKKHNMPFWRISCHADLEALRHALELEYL
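Eya2 (0.2 uM) preincubated 10 min at ambient with compound, then OMFP substrate added at 50 uM; 10 min reaction in 50 mM HEPES pH 7.5, 50 mM NaCl, 5 uM MgCl2, 0.05% BSA, 1 mM DTT. Fluorescence read at Ex 485/Em 525 nm.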
Mito fusion yeast: blocks mitochondrial division or promotes mitochondrial fusion; S. cerevisiae fusion-defective mutant growth rescue, CellTiterGlo 48 h; Potency, µM (top dose mostly 46.1 µM), for inactives: top-dose growth rescue (activation), actives largely listed as activators; hit rate 0.23% among 320,000; AID 485298;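 note: potency is the fitted concentration of half-maximal effect; % of control where 0% means no effect; nearly all actives have a fitted effect of over 45% in size; temperature-sensitive fusion mutants such as fzo1-1 at 37 °C on non-fermentable ethanol glycerol medium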
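Growth-rescue viability read-out: after 48 h at the non-permissive 37C in glycerol/ethanol YPEG, yeast mitochondrial fusion mutants are measured by CellTiterGlo luminescence; compounds (23 nl pinned per well) restoring growth score as division inhibitors or fusion activators.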
TSHR antag: antagonists of human thyroid stimulating hormone receptor | activity change, negative = inhibition, % at 11.5 µM | hit rate 0.2% among 330,000 | TSHR-expressing cells, TSH-stimulated cAMP HTRF, 2 h; stronger effect = lower value | AID 504810;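 active = activity change below a set negative limit, meaning inhibition stronger than a set level, cut at about -70% in these data; inconclusive = activity change between two set negative limits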; note: % is set by controls: 0 for no effect and ±100 for the full control effect
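Antagonism was scored as loss of TSH-driven cAMP in TSHR cells, stimulated with 4nM TSH (EC80) for 2 hours at 37 deg C and detected by homogeneous HTRF competition immunoassay.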
TCR activator: T cell receptor activation | 330,000 tested, under 10 active | AID 504894 | primary human leukocytes, anti-CD3, IL-2 HTRF, 48 h | Potency, µM (highest dose often 9.22 µM), for inactives: at the highest dose activation of IL-2 secretion, hits mostly activators; note: % of control where 0% means no effect
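Readout: HTRF IL-2, Eu-cryptate/d2 antibody pair, 320nm excitation, 665nm emission. Stimulus: a-CD3 beads, no co-stimulation. Cells: primary human leukocytes. Exposure: 48 hr with compound.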
ELG1 DNA repair: blocks ELG1-dependent DNA repair in HEK293T cells. hit rate 2.3% among 330,000. AID 504467. HEK293T ELG1-luciferase reporter, luminescence, 16 h; DNA damage induced by 5-fluorouridine. Potency, µM (doses to about 46.1 µM), for the others: at the highest dose activity change, negative = inhibition, hits mostly inhibitors; note: potency is the fitted concentration of half-maximal effect; % is set by controls: 0 for no effect and ±100 for the full control effect; nearly all actives have a fitted effect of over 55% in size
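5-Fluorouridine DNA damage + compound/DMSO, 2,000 cells/well, 16 h, 37 °C/5% CO2. ONE-Glo, 30 min RT, luminescence. Readout = decrease in reporter signal.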
KCNH2 3.1 block: KCNH2 3.1 (human) potassium channel inhibition | U2OS KCNH2 3.1, thallium flux FluxOr; stronger effect = lower value | activity change, % (tested at about 1.8 µM) | AID 720553 | hit rate 0.95% among 340,000;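 active = maximum activity change below -70%; inconclusive = maximum activity change from -70% to -50%; inactive = maximum activity change above -50%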;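 note: thallium influx rate constant from kinetic fluorescence after stimulation buffer; % is set by controls: 0 for no effect and ±100 for the full control effect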
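Kinetic fluorescence (2 min after stimulation buffer) measures Tl+ influx through KCNH2 3.1 expressed by viral transduction in U2OS cells; the rate constant is normalized against DMSO controls serving as positive and negative references.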
KCNH2 WT inh: blocks the wildtype human KCNH2 potassium channel; U2OS, BacMam KCNH2, thallium flux FluxOr; stronger effect = lower value; activity change, % at 1.84 µM; hit rate 0.37% among 340,000; AID 720551;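 active = maximum activity change below -70%; inconclusive = maximum activity change between -70% and -50%; inactive = maximum activity change above -50%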; note: % is set by controls: 0 for no effect and ±100 for the full control effect
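U2OS cells transduced with wild-type KCNH2 virus are loaded with FluxOr dye for 45 min, and thallium flux is measured in kinetic reads before and after stimulation buffer. Rate constants are normalized to DMSO controls.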
USP2a block: USP2a (human) protease inhibition. O75604. Potency, µM (highest dose often 38.3 µM), without a hit: top-dose activity change, negative = inhibition, actives largely listed as inhibitors. hit rate 0.01% among 330,000. USP2 core, Ub-CHOP2 coupled fluorogenic reporter, 485/531;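 note: potency is the fitted concentration of half-maximal effect; plate controls were DMSO wells for no effect and full inhibition by NEM control for full effect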
Target sequence (O75604 whole entry, looked up): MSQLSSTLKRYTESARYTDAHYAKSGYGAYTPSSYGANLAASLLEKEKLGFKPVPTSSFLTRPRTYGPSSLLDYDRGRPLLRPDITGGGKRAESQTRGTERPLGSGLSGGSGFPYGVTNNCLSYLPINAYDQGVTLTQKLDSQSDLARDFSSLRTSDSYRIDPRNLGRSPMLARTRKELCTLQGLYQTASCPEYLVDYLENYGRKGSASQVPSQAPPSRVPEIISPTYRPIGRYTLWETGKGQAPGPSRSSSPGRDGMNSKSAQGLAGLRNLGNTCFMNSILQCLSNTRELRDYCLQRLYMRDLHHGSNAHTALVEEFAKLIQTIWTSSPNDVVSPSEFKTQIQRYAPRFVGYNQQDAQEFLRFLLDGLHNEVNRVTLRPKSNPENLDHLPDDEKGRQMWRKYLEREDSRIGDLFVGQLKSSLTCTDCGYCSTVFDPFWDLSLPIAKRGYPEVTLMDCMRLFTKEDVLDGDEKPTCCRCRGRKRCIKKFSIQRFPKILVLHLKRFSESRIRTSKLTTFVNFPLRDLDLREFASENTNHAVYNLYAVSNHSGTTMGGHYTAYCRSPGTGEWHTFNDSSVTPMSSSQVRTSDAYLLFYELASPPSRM
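Deubiquitinase activity read as fluorescence (485/531 nm) after Ub-CHOP2 cleavage activates the enterokinase reporter on its substrate; USP2 core 10nM, Ub-CHOP2 and substrate 25nM each, 30min compound preincubation then 60min RT; data normalized to NEM, curves fitted.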
AT treatment: candidate therapy for ataxia-telangiectasia; AID 485349; hit rate 0.19% among 320,000; […] A-T fibroblasts, KAP-1 phosphorylation AlphaLISA; neocarzinostatin DNA damage 30 min before lysis; Potency, µM (doses to about 57.5 µM), inactives show top-dose activation, hits mostly activators; note: potency is the fitted concentration of half-maximal effect; % of control where 0% means no effect; nearly all actives have a fitted effect of over 45% in size
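ATM-like activity read as KAP-1 phosphorylation via AlphaLISA donor/acceptor antibody pairs after lysis and 6 hr at 25C. Cells were ATM-null patient fibroblasts ([…], hTERT), dosed 60 min, then exposed to the DSB inducer NCS for 30 min.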
* hit, by the source's call; ? = inconclusive; / = no result given; [ ] = remark or other dose. Unless noted, calls come from the whole dose curve; as a rule, active = well fitted curve in the direction sought with a large enough effect; inconclusive = small, poorly fitted or top-dose-only effect, or another doubt; inactive = no such curve, though single readings can be large; an effect the other way counts as inactive or inconclusive.

SMILES	TRPV1 ag	Eya2 inh	Mito fusion yeast	TSHR antag	TCR activator	ELG1 DNA repair	KCNH2 3.1 block	KCNH2 WT inh	USP2a block	AT treatment
CCOC(=O)c1c(NC(=S)NC(=O)c2cnn(CC)c2)sc2c1CCC(C)C2 (centres undefined)	4	18%	-1%	11	2%	1%	21	-2	9%	-9%
Cc1nnc2n(-c3ccccc3)c(=O)c3c4c(sc3n12)CC(C)CC4 (centres undefined)	13	7%	9%	-7	/	18%	6	-13	-1%	-2%
Cc1cc(S(=O)(=O)Nc2ccccc2C(=O)O)ccc1Cl	-2	8%	13%	-1	-7%	?	4	1	-1%	9%
Cc1c[nH]c2cccc(OCC(CNC(C)(C)C)OC(=O)c3ccccc3)c12 (centres undefined)	3	-3%	-17%	-2	7%	-26%	-10	28	0%	-6%
CC(C)(C)n1cnc2cc(NCc3ccccc3O)ccc21	6	?	-6%	-8	11%	?	-3	31	3%	0%
COc1cc(C(=O)Nc2ccc(S(=O)(=O)Nc3cc(C)nc(C)n3)cc2)cc(OC)c1OC	-3	18%	2%	14	7%	?	-11	-9	2%	-5%
Cc1ccc(Nc2nc(-c3sc(NC(=O)c4cccc(Cl)c4)nc3C)cs2)cc1	-3	?	-1%	-20	/	-3%	/	/	3%	0%
CCOC(=O)c1c(NC(=O)/C=C/C(=O)O)sc(C)c1-c1ccc(F)cc1	-8	-6%	2%	-48	5%	10%	7	5	-6%	10%
CC(=O)c1ccc(NC(=O)c2ccc(CSc3ccccc3)o2)cc1	?	-2%	?	-29	1%[46.1 µM]	?	9	-6	0%	6%
CC(=O)c1sc(NC(=O)CS(=O)(=O)c2ccccc2)nc1C	0	-11%	4%	6	-3%	17%	7	-1	2%	0%
CCOc1ccc(NCCC(O)c2ccc(F)cc2)cc1 (centres undefined)	1	-2%	28%	-7	6%	?	4	8	0%	20%
CC(C)CCN1CCN(C2CCN(c3ccc4c(c3)OCO4)CC2)CC1CCO (centres undefined)	2	-13%	4%	-2	/	7%	-4	35	-5%	1%

Complete entries as entered above. Screens in order: TRPV1 ag, Eya2 inh, Mito fusion yeast, TSHR antag, TCR activator, ELG1 DNA repair, KCNH2 3.1 block, KCNH2 WT inh, USP2a block, AT treatment
Record of Cc1nnc2n(-c3ccccc3)c(=O)c3c4c(sc3n12)CC(C)CC4 (centres undefined) : 13, 7%, 9%, -7, /, 18%, 6, -13, -1%, -2%
Record of Cc1ccc(Nc2nc(-c3sc(NC(=O)c4cccc(Cl)c4)nc3C)cs2)cc1 : -3, ?, -1%, -20, /, -3%, /, /, 3%, 0%

Following part
SMILES	TRPV1 ag	Eya2 inh	Mito fusion yeast	TSHR antag	TCR activator	ELG1 DNA repair	KCNH2 3.1 block	KCNH2 WT inh	USP2a block	AT treatment
Cc1ccc2nc(SCC(=O)c3cc(C)n(C)c3C)[nH]c2c1	20	8%	-9%	2	0%	2%	0	-6	-2%	/
COc1cc(/C=N/NC(=O)Nc2cccc3nsnc23)cc(OC)c1OC	1	1%	8%	-3	-1%	2.3µM*	7	-2	2%	3%
CCOc1ccc(CC2NCCc3cc(OCC)c(OCC)cc32)cc1OCC (centres undefined)	-1	0%	21%	8	7%	15µM*	5	9	-1%	-4%
O=C(c1cccs1)N1CCCC(c2nc3c(nnn3Cc3ccccc3Cl)c(=O)[nH]2)C1 (centres undefined)	4	-3%	1%	-4	0%	-1%	-11	10	-1%	-1%
O=C(OCC(=O)N1CCCC1)c1ccccc1O	2	-6%	-9%	13	-8%	?	17	1	1%	-10%
C=CCn1c(Cc2csc(N)n2)nnc1SCC(=O)OCC	-1	0%	-3%	-7	1%	15%	-95*	0	-2%	-1%
CCCC(=O)Nc1nnc(SCC(=O)NCc2ccco2)s1	1	-8%	-1%	4	-3%[46.1 µM]	-6%	3	2	0%	1%
Nn1c(SCC(=O)Nc2cc(C(F)(F)F)ccc2Cl)nncc1=O	-3	-5%	-2%	10	-6%	-11%	7	-4	-1%	0%
CCCn1c(SCC(=O)c2c(C)[nH]c(C)c2C(=O)OCC)nc2ccccc21	-3	9%	6%	-11	1%[46.1 µM]	?	-13	-1	2%	-3%
COc1ccc(CC(=O)N/N=C(\C)CC(=O)NCc2ccco2)cc1OC	21	-1%	-2%	-2	11%	0%	25	1	-1%	-11%
CCCCCOc1ccc(OC(=O)c2ccncc2)cc1	2	4%	-3%	8	/	7%	2	1	0%	4%
COc1ccc(NC(=O)CCCn2c(=O)c3sccc3n(Cc3ccc(C)cc3C)c2=O)cc1	0	-3%	17%	-10	-5%[46.1 µM]	?	40	3	-5%	16%
O=C(C(c1ccccc1)c1ccccc1)N1CCN(Cc2ccco2)CC1	1	-26%	1%	-1	2%[46.1 µM]	-8%	3	-3	0%	-2%
O=C(NNS(=O)(=O)c1ccc2ccccc2c1)c1cc(-c2ccccn2)nc2ccccc12	11	-6%	16%	-1	-4%[46.1 µM]	-5%	-2	14	0%	5%
COc1ccc(OC)c(NC(=O)CN2C(=O)NC3(CCOc4ccccc43)C2=O)c1 (centres undefined)	0	-1%	3%	10	2%	-3%	30	9	1%	0%
Cc1cccc2sc(N3CCN(C(=O)c4cccs4)CC3)nc12	?	-39%	15%	-20	-1%	-7%	-8	12	0%	-3%
COc1cccc(-n2c(CCn3nc(C)c([N+](=O)[O-])c3C)n[nH]c2=S)c1	-4	-15%	2%	-3	-1%[46.1 µM]	1%	-12	-4	1%	8%
N#Cc1cc([N+](=O)[O-])ccc1NC(=O)COC(=O)CCC1CCCCC1	14	-15%	-3%	4	/	3%	/	/	-8%	6%
Cc1cccc(C)c1NC(=S)NC(=O)c1ccc(Br)o1	2	0%	12%	18	-76%	1%	12	-28	1%	-1%
CCCCC(=O)Nc1nc(C)c(-c2csc(Nc3ccc(Cl)cc3)n2)s1	-2	-21%	0%	8	6%	21µM*	2	-5	-10%	2%
CC(C)NC(=O)Cn1c(SCC(=O)N2CCc3ccccc3C2)nc2ccccc21	6	15%	1%	-10	-3%	-4%	-4	7	-1%	6%
COCCCNC(=O)C1CCN(C(=O)Nc2ccc(Cl)cc2)CC1	16	-16%	-2%	-1	-2%	3%	8	-2	1%	1%
Cc1cc(CNC(=O)CC2C(=O)NCCN2Cc2ccccc2)nn1C (centres undefined)	9	0%	2%	9	-1%	?	4	-2	4%	-1%
Cn1c(=O)c(=O)n(C)c2cc(S(=O)(=O)N3CCN(c4cccc(C(F)(F)F)c4)CC3)ccc21	1	-18%	-1%	-4	-8%	13%	-1	2	5%	-2%
CC(C)Cc1nc(SCC(=O)NCC2CCCO2)c2c(=O)n(C)c(=O)n(C)c2n1 (centres undefined)	1	2%	0%	-4	-3%	2%	-9	-1	2%	2%
Cn1c(=O)c2c(ncn2CC(=O)OCC(=O)NC(c2ccccc2)c2ccccc2)n(C)c1=O	1	-5%	-5%	-14	-2%[46.1 µM]	0%	12	-1	3%	5%
Cc1c(Nc2cc(Cl)c3nonc3c2[N+](=O)[O-])c(=O)n(-c2ccccc2)n1C	3	-3%	-8%	-85*	-12%	?	-10	-6	0%	-17%
CC1(c2ccccc2)NC(=O)N(CC(=O)N2CCN(S(=O)(=O)c3ccccc3[N+](=O)[O-])CC2)C1=O (centres undefined)	1	-3%	2%	-4	-9%	?	/	0	0%	11%
NC(=O)COC(=O)CNC(=O)c1ccc(Cl)cc1	0	-2%	1%	-9	/	2%	-13	15	2%	-7%
O=C(COC(=O)c1cc(S(=O)(=O)Nc2ccccc2Cl)ccc1O)Nc1nc2ccccc2s1	0	9%	-1%	-11	0%	?	7	-7	-2%	3%
COc1ccc(N2CC(=O)N(c3ccc(OC)c(OC)c3)CC2=O)cc1OC	-4	-11%	1%	14	-2%	0%	3	-1	2%	-3%
c1ccc(Nc2nc(N3CCOCC3)c3ccccc3n2)cc1	6	4%	6%	2	-9%	?	-6	3	-1%	-5%
CCOc1ccc(-c2cc(C(=O)Nc3ccc4c(c3)OCCO4)c3ccccc3n2)cc1	0	-5%	-3%	-2	2%	-19%	-14	-16	2%	3%
Cc1cccc(N(C(=O)c2nsc(Cl)c2Cl)C(C(=O)NC2CCCC2)c2ccc(O)cc2)c1C (centres undefined)	?	0%	-2%	-41	-1%	?	-10	-8	2%	4%
O=C(COc1cccc2cccnc12)N/N=C1\SCC(=O)N1Cc1ccccc1	0	-27%	7%	-3	5%	-16%	-4	-3	2%	-3%
COc1ccccc1NC(=O)C1CCCN(S(=O)(=O)c2ccccc2)C1 (centres undefined)	8	21%	-1%	-15	-3%	-8%	1	-6	1%	-6%
COc1cccc(-c2nn(-c3ccccc3)cc2CN(C)Cc2ccon2)c1	?	-1%	16%	21	-4%	?	-1	5	3%	8%
COc1cc(NC(=S)NCCc2ccccc2)c(OC)cc1NC(=O)C(C)C	3	-19%	-9%	-5	3%	-17%	0	8	3%	-7%
CC(OC(=O)CNC(=O)C12CC3CC(CC(C3)C1)C2)C(=O)Nc1ncc(Cl)cc1Cl (centres undefined)	5	-6%	2%	-5	/	3%	0	-8	1%	-7%

Compound activity deposited in PubChem by National Center for Advancing Translational Sciences (NCATS).

The list is partial. The share of hits here may be higher or lower than overall.
